Bioassay records deposited in PubChem BioAssay by Broad Institute.
CFTR F508del cor – correctors of CFTR F508del function in bronchial epithelial cells; CFBE cells, YFP halide quenching; stimulated with forskolin plus potentiator P3; % fluorescence drop versus neutral controls; activity (quench increase), % at 7.58 µM; 0.36% of 350,000 active; AID 720511;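 active means mean added fluorescence quench of at least 8% versus neutral control, with both replicates also reaching 8%; inconclusive means only one of the mean or replicate conditions met; inactive means mean below 8% and not both replicates reaching 8%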;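 further: cells transiently co-express mutant CFTR-F508del with the halide-sensitive YFP; corrector assay measuring rescue of mutant channel to the surface after 24 h compound exposure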
Statin myotox sup – suppressors of simvastatin-induced myotoxicity in C2C12 myotubes; ATP luminescence, 48 h; scaled: DMSO 0, geranylgeraniol control 100; rescue of ATP level, % at 7.49 µM; 0.78% of 330,000 active; AID 602340;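 active means mean ATP rescue above about 67%, or every replicate alone reaching that limit, limit read from the data, passing the limit was not always enough; inconclusive means no clear call, values can overlap the other calls; inactive means mean under the limit and some replicate under it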;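 further: myotubes were challenged with 10 µM simvastatin during compound exposure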
miR-122 sensor – inhibitors of miR-122 in Huh7 cells. activation (reporter increase), % at 12.5 µM. 0.3% of 340,000 active. Huh7 miR-122 Renilla luciferase sensor, 48 h; neutral wells = 0, positive control = 100;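 active means mean replicate activation score at least 90 and every replicate individually at or above 90; inconclusive means only one of the two criteria met; inactive means neither criterion met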;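 further: higher luciferase means less miR-122 activity so hits act as miR-122 inhibitors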
GSIS activator – GLuc luminescence reporter in INS-1E cells, primary screen for activators of glucose-dependent secretion of insulin | INS-1E GLuc reporter insulin secretion, 2-3 h | activation, % at 16.6 µM | AID 743287 | 0.61% of 370,000 active;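 active means lowest replicate activation of at least 40%, so every replicate reaches that level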;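 further: 0% = median of neutral control wells and 100% = median of IBMX positive control wells; some compounds called inactive have numbers as strong as hits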
PGC1a acetyl inh – lowers PGC1a acetylation signal in U2OS cells; AlphaScreen anti-acetyl-lysine; with virally co-expressed GCN5 acetyltransferase; inhibition, % at 15.6 µM; 0.17% of 350,000 active;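 active means every replicate shows inhibition of at least 40%; inconclusive means mean inhibition at least 40% but some replicate below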;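 further: 0% = neutral control wells and 100% = positive control wells; some results beyond the cut were filed as inactive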
PglD DTNB – PglD (C. jejuni) enzyme inhibition; inhibition, % at 12.5 µM; purified PglD enzyme, DTNB colorimetric CoA detection; 0.098% of 360,000 active; AID 602405; in the data active means inhibition above about 16%, passing the limit was not always enough; inconclusive means no clear call, values can overlap the other calls; further: strong numbers were not always called active
FN deposition inh – fibronectin deposition inhibition; AH1F fibroblasts, Alexa488-fibronectin deposition fluorescence, overnight; inhibition, % at 12.6 µM; 0.086% of 350,000 active;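 active means mean inhibition across replicates of 30% or more, regardless of how many single replicates reach that level; inconclusive means mean under 30% yet at least half of replicates reach 30%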;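 further: positive control wells lacked labelled fibronectin entirely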
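Test system: AH1F fibroblast monolayer depositing Alexa488-labelled fibronectin into matrix. Input: 10000 cells per well. Technique: fluorescence, ex 485 nm, em 525 nm. Buffer or medium: DMEM plus 2% serum, read in PBS. Timing: 1 h cell adhesion before compound, then overnight fibronectin incubation. Compound: single dose, pinned. Read-out basis: inhibition from reduced deposited-fibronectin fluorescence.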
Cneo AK release – Cryptococcus neoformans lysis via adenylate kinase release | C. neoformans lysis, adenylate kinase release luminescence, 4 h; normalised: neutral wells 0, clomiphene wells 100 | lysis activity, % at 15 µM | 0.2% of 360,000 active;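 active means mean lysis activity across replicates of at least 80%, whatever share of replicates individually reach that level; inactive means mean lysis activity below 80%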
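Schedule: static 4 h at 37 °C with compound, 1 h detection; system: C. neoformans cells; benchmarks: Clomiphene as positive control; buffer or medium: fresh YPD medium; measure: luminescence rise reflecting yeast cell lysis; measured by: luminescent adenylate kinase detection reagent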
Numbers without * were called inactive; u = inconclusive; x = not tested or not shown; [ ] = dose if it differs, or a comment.

SMILES	CFTR F508del cor	Statin myotox sup	miR-122 sensor	GSIS activator	PGC1a acetyl inh	PglD DTNB	FN deposition inh	Cneo AK release
COCCN(CCOC)Cc1c(O)ccc2c3c(c(=O)oc12)CCC3	x	-6	-6	x	5	5	0	0
O=S(=O)(c1cccc(C(F)(F)F)c1)N1CCN(c2cnccn2)CC1	1.0	x	x	-6	2	x	0	x
COCCn1c(=NC(=O)CCS(=O)(=O)c2ccccc2)sc2ccccc21	0.6	1	-6	22	-1	-3	0	-3
Oc1cc(Nc2ccccc2)cc2cccnc12	-1.4	-11	-6	-4	8	-3	x	-9
CC(C)c1ccc(-c2nc(N3CCOCC3)[nH]c(=O)c2C#N)cc1	x	3	8	-13	-17	0	x	1
Cc1ccc(C(C(=O)NC(C)(C)C)N(CC2CCCO2)C(=O)c2csnn2)cc1 (stereo not drawn)	1.2	-6	-14	4	x	x	5	x
Cc1ccc(S(=O)(=O)Nc2ccc3c(c2)C(=O)N([C@H](C)CO)C[C@H](C)[C@H](CN(C)Cc2ccc(C(=O)Nc4ccccc4N)cc2)O3)cc1	1.0	82*	41[16.7 µM]	5	2	3	x	-1
CN(C)N1C(N)=C(C#N)C(c2cccnc2)C2=C1CCCC2=O (stereo not drawn)	x	x	4	26	-22	3	x	5
O=C(Nc1ccc(F)cc1)N1C[C@H]2[C@@H](c3ccccc31)[C@H](CO)N2C(=O)c1ccccn1	-2.5	12	20[16.7 µM]	0	-9	0	x	-12
CO[C@@H]1CN(C)C(=O)c2cc(NS(=O)(=O)c3ccc(Cl)cc3)ccc2OC[C@H](C)N(C)C[C@H]1C	-1.2	-1	x	6	u	0	-3	-6
Cc1ccc(-c2nnc(Sc3nc4ccccc4o3)c3ccccc23)cc1	x	52	-4	x	9	-2	-12	-2
COc1ccc(C(=O)N/C(=C\c2ccccc2)C(=O)NCCCn2ccnc2)cc1	1.4	6	3	14	x	-4	-1	-1
O=C1/C(=C/c2cccnc2)Cc2ccc(Cl)cc21	3.3	2	-3	5	-1	2	-5	0
CCc1nc2c(OCCOc3ccc(F)cc3)cccn2c1N(C=O)Cc1ccc(OC)cc1	3.6	-10	-5	-55	x	6	5	0
CCSc1nc2c(c(=O)[nH]1)C(c1ccncc1)C(C(=O)OC(C)C)=C(C)N2 (stereo not drawn)	x	3	-2	x	9	-5	2	0
Cc1nc(N)ncc1Sc1ccc(Cl)cc1	1.3	x	x	6	4	x	-4	x
C/C=C/[C@@H](CCn1cc([C@H](O)c2ccccc2)nn1)[Si](C)(C)c1ccc(OC)cc1	1.0	x	x	x	0	3	x	-8
COc1ccccc1-c1cn(CC[C@@H]2CC[C@H](NC(=O)C3CCCC3)[C@H](CO)O2)nn1	-0.7	x	x	9	-22	x	9	x
Cc1ccc(C2N(c3ccc(F)cc3)C(=O)C3CCCN32)cc1 (stereo not drawn)	-2.8	7	-9	-8	-8	2	13	7
CCOP(=O)(c1ccccc1)C(O)c1ccc([N+](=O)[O-])cc1 (stereo not drawn)	-1.4	-6	2	2	3	1	0	-1
CCOc1ccc(S(=O)(=O)N2CCN(CC)CC2)cc1NC(=O)c1ccccc1F	-0.9	-2	-3	4	9	3	2	-1
Cc1c(Cl)c([N+](=O)[O-])nn1Cc1ccc(C(=O)N/N=C\c2cccc(Br)c2)o1	x	-5	15	x	-13	-4	x	1
CCCCn1c(N)c(N(CCOC)C(=O)c2cc(-c3ccc(C)cc3)nc3ccccc23)c(=O)[nH]c1=O	-2.8	-2	-6	-7	3	-7	-3	0
Cc1cc(-c2ccc(C)c(S(=O)(=O)N3CCN(C(=O)c4ccco4)CC3)c2)on1	2.4	27	-4	1	-3	5	-8	-2
Cc1cc(Nc2nc3c(c(=O)n(C)c(=O)n3C)n2C)n(-c2ccc(Cl)cc2)n1	x	-23	4	x	-7	-6	x	-1
CNC(=O)OCc1snc(-c2ccccc2)c1COC(=O)NC	-4.2	8	-5	23	13	1	-4	0
Cc1ccccc1NC(=O)CSc1nnc(-c2ccccc2)n1-c1ccccc1	x	9	1	x	2	1	x	-1
C=CCOc1nc2c(c(=O)n(C)c(=O)n2C)n1Cc1ccccc1	2.3	13	x	3	4	x	-3	x
COC(=O)c1cccc(S(=O)(=O)N2CCC(C)CC2)c1	x	-1	4	x	-22	-5	-3	2
Cc1nn(-c2ccccc2)c(Cl)c1C(=O)NNC(=O)c1ccccc1O	-0.9	12	x	-10	x	-2	13	-1
O=C(CCN1CCOCC1)Nc1c(-c2ccccc2)c2cc(Br)ccc2[nH]c1=O	x	-5	2	x	0	-1	x	2
C=CCNC(=O)c1ccccc1NC(=O)Cc1ccccc1[N+](=O)[O-]	x	x	6	-11	x	-1	-5	1
Cc1cc(C)cc(N(CC(=O)N2CCN(Cc3ccccc3)CC2)S(=O)(=O)c2c(C)noc2C)c1	0.7	1	3	7	6	0	2	0
COc1ccc(CNC(=O)c2ccc(-c3cccnc3)c3ccoc23)cc1OC	-1.2	1	-3	11	-33	-6	5	1
OCC[C@@H]1C[C@H](O)[C@@H](O)[C@@]2(OCCc3cc(Cl)ccc32)O1	1.7	-6	-2	x	0	4	0	2
CC=Cc1ccc2n(c1=O)C[C@H]1[C@H](CO)[C@@H](C(=O)NCCC)N(Cc3cocn3)[C@@H]21 (mixture of isomers)	x	-35	x	0	x	7	x	41
C#CCN(C[C@@H]1[C@@H](OC(=O)NCC2CCCCC2)[C@@H](OC(=O)NCC2CCCCC2)CN(C(=O)OC(C)C)N1C(=O)OC(C)C)S(=O)(=O)c1ccc(C)cc1	0.8	-14	-17	2	12	-6	10	0
Cc1c(Br)c([N+](=O)[O-])nn1CC(=O)N1CCc2ccccc2C1	-1.9	x	-6	-24	-4	-4	-5	-1
CCCC#Cc1cnc2c(c1)C(=O)N([C@H](C)CO)C[C@H](C)[C@@H](CN(C)Cc1ccc(F)cc1)O2	-1.2	17	7[16.7 µM]	-27	4	2	2	8
CCCCn1nnnc1NCc1cccnc1	x	-7	0	17	-14	3	x	-2

3 of the entries above in order of their number in GSIS activator, high to low:
SMILES	GSIS activator
CCCCn1nnnc1NCc1cccnc1	17
COc1ccc(CNC(=O)c2ccc(-c3cccnc3)c3ccoc23)cc1OC	11
C=CCNC(=O)c1ccccc1NC(=O)Cc1ccccc1[N+](=O)[O-]	-11

Going on with the list:
SMILES	CFTR F508del cor	Statin myotox sup	miR-122 sensor	GSIS activator	PGC1a acetyl inh	PglD DTNB	FN deposition inh	Cneo AK release
COCC#Cc1ccc2c(c1)O[C@@H](CN(C)CC1CCOCC1)[C@@H](C)CN([C@@H](C)CO)S2(=O)=O	0.9	-7	-1[16.7 µM]	4	1	0	x	12
Nc1ncc(-c2ccc(F)cc2)nc1N1CCN(CCO)CC1	-4.9	-14	-3	2	x	2	0	0
Cc1cccc(-c2ccc([C@@H]3[C@@H](CO)N4CCCCN(C(=O)c5cccnc5)C[C@H]34)cc2)c1	-2.1	x	5[16.7 µM]	-2	6	1	x	1
CCCOc1ccc(CNC(=S)Nc2ccccc2)cc1Cl	1.0	24	26	-34	-13	2	4	2
CCCNC(=O)C[C@H]1CC[C@H]2[C@@H](COC[C@@H](O)CN2Cc2cccc(F)c2)O1	1.9	-8	-2[16.7 µM]	2	0	-1	-3	-1
Cc1ccc(C(=O)NNC(=O)c2ccc(NS(=O)(=O)c3cccs3)cc2)s1	-0.9	11	x	-1	x	3	2	1
C[C@@H]1CN([C@@H](C)CO)C(=O)c2cc(N(C)C)ccc2O[C@@H](C)CCCCO[C@@H]1CN(C)S(=O)(=O)c1ccccc1	1.3	12	12[16.7 µM]	11	-2	-1	x	0
O=C(O)C(C1CCCCC1)C1(O)CCCC1 (stereo not drawn)	-2.5	-3	-7	12	-6	2	x	0
FC(F)(F)c1cccc(-c2ccc(-c3csnn3)o2)c1	x	x	0	-13	x	-2	1	1
C[C@@H]1CN([C@@H](C)CO)C(=O)Cc2cc(NS(=O)(=O)c3ccc(Cl)cc3)ccc2O[C@@H]1CN(C)C(=O)Nc1ccccc1	-1.3	25	-6[16.7 µM]	4	-2	1	x	3

17 entries from above, with two lines to a compound:
Order of values: CFTR F508del cor	Statin myotox sup	miR-122 sensor	GSIS activator	PGC1a acetyl inh	PglD DTNB	FN deposition inh	Cneo AK release
> COc1ccc(CNC(=O)c2ccc(-c3cccnc3)c3ccoc23)cc1OC
  -1.2	1	-3	11	-33	-6	5	1
> OCC[C@@H]1C[C@H](O)[C@@H](O)[C@@]2(OCCc3cc(Cl)ccc32)O1
  1.7	-6	-2	x	0	4	0	2
> CC=Cc1ccc2n(c1=O)C[C@H]1[C@H](CO)[C@@H](C(=O)NCCC)N(Cc3cocn3)[C@@H]21 (mixture of isomers)
  x	-35	x	0	x	7	x	41
> C#CCN(C[C@@H]1[C@@H](OC(=O)NCC2CCCCC2)[C@@H](OC(=O)NCC2CCCCC2)CN(C(=O)OC(C)C)N1C(=O)OC(C)C)S(=O)(=O)c1ccc(C)cc1
  0.8	-14	-17	2	12	-6	10	0
> Cc1c(Br)c([N+](=O)[O-])nn1CC(=O)N1CCc2ccccc2C1
  -1.9	x	-6	-24	-4	-4	-5	-1
> CCCC#Cc1cnc2c(c1)C(=O)N([C@H](C)CO)C[C@H](C)[C@@H](CN(C)Cc1ccc(F)cc1)O2
  -1.2	17	7[16.7 µM]	-27	4	2	2	8
> CCCCn1nnnc1NCc1cccnc1
  x	-7	0	17	-14	3	x	-2
> COCC#Cc1ccc2c(c1)O[C@@H](CN(C)CC1CCOCC1)[C@@H](C)CN([C@@H](C)CO)S2(=O)=O
  0.9	-7	-1[16.7 µM]	4	1	0	x	12
> Nc1ncc(-c2ccc(F)cc2)nc1N1CCN(CCO)CC1
  -4.9	-14	-3	2	x	2	0	0
> Cc1cccc(-c2ccc([C@@H]3[C@@H](CO)N4CCCCN(C(=O)c5cccnc5)C[C@H]34)cc2)c1
  -2.1	x	5[16.7 µM]	-2	6	1	x	1
> CCCOc1ccc(CNC(=S)Nc2ccccc2)cc1Cl
  1.0	24	26	-34	-13	2	4	2
> CCCNC(=O)C[C@H]1CC[C@H]2[C@@H](COC[C@@H](O)CN2Cc2cccc(F)c2)O1
  1.9	-8	-2[16.7 µM]	2	0	-1	-3	-1
> Cc1ccc(C(=O)NNC(=O)c2ccc(NS(=O)(=O)c3cccs3)cc2)s1
  -0.9	11	x	-1	x	3	2	1
> C[C@@H]1CN([C@@H](C)CO)C(=O)c2cc(N(C)C)ccc2O[C@@H](C)CCCCO[C@@H]1CN(C)S(=O)(=O)c1ccccc1
  1.3	12	12[16.7 µM]	11	-2	-1	x	0
> O=C(O)C(C1CCCCC1)C1(O)CCCC1 (stereo not drawn)
  -2.5	-3	-7	12	-6	2	x	0
> FC(F)(F)c1cccc(-c2ccc(-c3csnn3)o2)c1
  x	x	0	-13	x	-2	1	1
> C[C@@H]1CN([C@@H](C)CO)C(=O)Cc2cc(NS(=O)(=O)c3ccc(Cl)cc3)ccc2O[C@@H]1CN(C)C(=O)Nc1ccccc1
  -1.3	25	-6[16.7 µM]	4	-2	1	x	3
